Screens as filed in PubChem BioAssay.
NCOA2 inhibitor – inhibition of GAL4-SRC2 driven luciferase reporter, primary screen, SRC2 inhibitor project, cell-based, luminescence; Nuclear receptor coactivator 2 (Homo sapiens), Q15596; HEK293 GAL4-SRC2 luciferase reporter; inhibition, % at 9 µM; 370,000 tested, 0.17% active; AID 651957, 2012;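 active means inhibition above the mean inhibition of all tested compounds plus 3 SD, set per campaign, cut at about 52% in these data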;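 further: 0% = DMSO treated cells and 100% = cells given Gossypol at 36 µM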
SRC3 inh – SRC3 coactivator transcriptional activity inhibitors, primary screen, cell-based, luminescence; HEK293 GAL4-SRC3 luciferase reporter; Nuclear receptor coactivator 3 (Homo sapiens), Q9Y6Q9; inhibition, % at 3.6 µM; AID 588352, 2011; 360,000 tested, 0.17% active;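 active means inhibition above a per-campaign cutoff, the mean of all compounds plus 3 SD, cut at about 60% in these data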;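 further: 0% = DMSO-treated cells and 100% = gossypol-treated cells at 36 µM; higher means less SRC3-driven luciferase light from the GAL4 reporter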
NR5A2 inv ag – LRH-1 (NR5A2) inverse agonists, primary screen, cell-based, luminescence, HEK293T, StAR-luciferase reporter. Nuclear receptor subfamily 5 group A member 2 (Homo sapiens), O00482. inhibition, % at 3.6 µM. LRH-1 transfected, 24 h. 360,000 tested, 0.13% active;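 active means inhibition above the mean inhibition of all tested compounds plus 3 SD, cut at about 73% in these data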;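 further: 0% = DMSO wells and 100% = reporter-only cells lacking LRH-1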
NCOA1 inh – SRC1 coactivator transcriptional activity inhibitors, primary screen, cell-based, luminescence; Nuclear receptor coactivator 1 (Homo sapiens), Q15788; HEK293 GAL4-SRC1 luciferase reporter; inhibition, % at 3.6 µM; 360,000 tested, 0.12% active; AID 588354, 2011;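 active means inhibition above the campaign mean plus 3 SD, with each screening campaign given its own cutoff, cut at about 60% in these data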;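 further: 0% = DMSO treated cells and 100% = gossypol at 36 µM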
NOD2-RIPK2 inh – NOD2-RIPK2 binding disruptors in cells, primary screen, fluorescence, CHO cells, BLA complementation; Receptor-interacting serine/threonine-protein kinase 2 (Homo sapiens), O43353; CCF4 ratio; inhibition, % at 4.98 µM; 360,000 tested, 0.38% active; AID 624267, 2012; in the data active means inhibition above about 21%;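 further: 0% = vehicle only and 100% = reference blocker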
TROY signal inh – inhibitors of TROY-driven NF-kB signaling, primary screen, Q293 LMP1-TROYcd cells, NF-kB luciferase, uHTS. AID 1347056, 2019. inhibition, % at 10 µM. Q293 LMP1-TROYcd NF-kB luciferase reporter, 4 h. 360,000 tested, 0.98% active;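 active means compounds whose plate-normalised and pattern-corrected inhibition of the luciferase reporter signal at the single screening dose is 50% or more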
ABHD5-PLIN5 inh – ABHD5-PLIN5 interaction inhibitors, primary screen, cell lysate, split luciferase complementation, luminescence; inhibition, % at 4 µM; 360,000 tested, 0.78% active; Perilipin-5 (Homo sapiens) + 1-acylglycerol-3-phosphate O-acyltransferase ABHD5 (Homo …; Split G. princeps luciferase complementation, 4 h; AID 602281, 2012;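 active means inhibition above the mean inhibition across every tested compound plus 3 SD, cut at about 22% in these data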;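 further: 0% = DMSO only wells and the 100% control is not disclosed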
TLR9-MyD88 inh – inhibitors of TLR9-MyD88 association in cells, primary screen, cell-based, CHO, BLA complementation, fluorescence; Toll-like receptor 9 (Homo sapiens) + Myeloid differentiation primary response protein …; CCF4 FRET ratio; inhibition, % at 4.98 µM; 340,000 tested, 0.21% active; AID 504734, 2011;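 active means inhibition above the mean over all tested compounds plus 3 SD, cut at about 21% in these data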;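 further: 0% = DMSO only wells and 100% = clavulanate BLA inhibitor control wells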
Target sequence (Q99836 whole entry, looked up): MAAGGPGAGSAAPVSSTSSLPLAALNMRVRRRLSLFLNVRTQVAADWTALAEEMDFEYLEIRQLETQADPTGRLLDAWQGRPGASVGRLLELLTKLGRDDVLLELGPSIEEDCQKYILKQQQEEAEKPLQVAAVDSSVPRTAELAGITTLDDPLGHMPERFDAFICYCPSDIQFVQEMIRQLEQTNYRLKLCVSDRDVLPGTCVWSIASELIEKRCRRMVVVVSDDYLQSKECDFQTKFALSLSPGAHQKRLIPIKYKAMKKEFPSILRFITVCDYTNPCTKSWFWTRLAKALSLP
Target sequence (Q9NR96 whole entry, looked up): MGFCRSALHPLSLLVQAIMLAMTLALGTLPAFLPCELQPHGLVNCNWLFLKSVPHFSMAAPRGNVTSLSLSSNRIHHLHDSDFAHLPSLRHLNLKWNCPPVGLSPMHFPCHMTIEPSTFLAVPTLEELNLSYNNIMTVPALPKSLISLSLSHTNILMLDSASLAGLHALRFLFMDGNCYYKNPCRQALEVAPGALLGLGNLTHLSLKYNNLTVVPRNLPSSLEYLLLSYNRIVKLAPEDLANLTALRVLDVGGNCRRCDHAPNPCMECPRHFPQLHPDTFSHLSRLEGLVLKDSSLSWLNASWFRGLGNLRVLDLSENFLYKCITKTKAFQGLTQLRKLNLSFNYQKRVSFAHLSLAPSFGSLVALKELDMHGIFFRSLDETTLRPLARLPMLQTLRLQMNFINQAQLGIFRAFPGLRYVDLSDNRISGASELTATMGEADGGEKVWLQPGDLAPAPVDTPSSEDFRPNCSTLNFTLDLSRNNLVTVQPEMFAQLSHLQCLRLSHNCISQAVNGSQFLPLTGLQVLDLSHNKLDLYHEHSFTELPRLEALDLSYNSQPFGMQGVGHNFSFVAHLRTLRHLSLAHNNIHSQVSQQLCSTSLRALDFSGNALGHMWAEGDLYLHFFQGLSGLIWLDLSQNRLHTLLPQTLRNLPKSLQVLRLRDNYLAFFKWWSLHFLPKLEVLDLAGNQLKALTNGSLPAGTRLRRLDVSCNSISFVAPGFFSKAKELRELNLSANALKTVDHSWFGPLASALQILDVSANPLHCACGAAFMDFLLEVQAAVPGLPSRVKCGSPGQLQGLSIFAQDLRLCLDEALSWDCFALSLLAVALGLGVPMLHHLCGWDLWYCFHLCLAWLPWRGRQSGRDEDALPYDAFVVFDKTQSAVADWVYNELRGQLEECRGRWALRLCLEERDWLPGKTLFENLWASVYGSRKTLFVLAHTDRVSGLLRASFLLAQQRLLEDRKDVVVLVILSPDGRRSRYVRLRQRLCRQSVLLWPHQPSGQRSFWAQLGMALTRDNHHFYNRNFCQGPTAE
TWEAK Fn14 block – inhibitors of TWEAK-Fn14 signaling, primary screen, luciferase reporter cells, uHTS; TWEAK-stimulated Fn14 reporter cells, luciferase luminescence, 8 h; inhibition, % at 10 µM; 360,000 tested, 2% active; in the data active means inhibition above about 50%
Exocytosis inh – LAMP-1 surface exposure blockers, TALL-104 cells – cell-based, flow cytometry, MLPCN library, primary screen; TALL-104 LAMP-1 surface exposure; cells stimulated with thapsigargin and PMA; inhibition, % at 10 µM; 360,000 tested, 0.66% active; AID 651702, 2012;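 active means inhibition above about 55%, limit read from the data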
NR2F2 inh – NR2F2 transcriptional activity inhibitors, primary screen, cell-based, luciferase reporter, HEK293T, luminescence. HEK293T NGFI-A luciferase reporter. 370,000 tested, 0.7% active. COUP transcription factor 2 (Homo sapiens), P24468. inhibition, % at 8.6 µM. AID 686940, 2013;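 active means inhibition above a per-plate cutoff, mean inhibition of test wells between control levels plus 3 SD, cut at about 38% in these data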;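 further: cells cotransfected with COUP-TFII expression vector driving the NGFI-A reporter; 0% = median of COUP-TF2 test wells and 100% = reporter-only cells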
* hit, by the source's call; . = not tested or not shown. These rows are one share of the data; count on the stated rates, not on these rows.

SMILES	NCOA2 inhibitor	SRC3 inh	NR5A2 inv ag	NCOA1 inh	NOD2-RIPK2 inh	TROY signal inh	ABHD5-PLIN5 inh	TLR9-MyD88 inh	TWEAK Fn14 block	Exocytosis inh	NR2F2 inh
N#Cc1nc(-c2ccc(Cl)cc2)oc1NCc1cccc2c1OCO2	-14	6	-22	-14	3	-33	0	0	-46	-4	-6
CC1CCN(c2nc3nonc3nc2N2CCC(C)CC2)CC1	-16	4	7	3	6	27	2	8	-16	11	12
Cc1ccc(NC(=O)CN2CCN(S(=O)(=O)c3ccc4c(c3)OCCO4)CC2)c(C)c1	8	14	1	-20	4	-16	6	-8	-32	9	15
Cc1ccccc1S(=O)(=O)Cc1ccc(C(=O)NC2CCCCC2)o1	4	-8	6	-10	-3	-7	-1	-1	-4	-6	-8
Cc1ccc(C(=O)N/C(=C\c2cn(S(=O)(=O)N(C)C)c3ccccc23)C(=O)NCCCn2ccnc2)cc1	-8	13	-8	12	-11	3	-1	-4	8	-2	-6
Cc1nn(C(C)C(=O)NCCCc2ccccc2)c(=O)c2cc3occc3n12 (stereo unspecified)	14	10	-4	-2	9	6	-1	-1	14	0	16
O=C(Nc1ccc(C(=O)NCCCN2CCN(c3ccccc3)CC2)cc1)C1=CSCCO1	1	-20	-1	-13	-1	-4	7	-18	28	-5	7
COC(=O)c1ccccc1NC(=O)CSc1nnc(-c2ccncc2)o1	-8	11	14	-1	4	10	-5	-2	2	4	1
Cn1c(CNc2ccc(F)cc2)nc2ccccc21	-62	-105	-80	-85	-13	-23	4	-4	-25	-5	-9
C=CCS(=O)(=O)N1CCCC(Cc2ccccc2C)(C(=O)OCC)C1 (stereo unspecified)	-73	5	-6	-21	2	1	-1	5	5	2	-19
CC(C)C[C@@H](COCc1ccc(Cl)cc1)N1CCN(C(=O)c2ccc(Cl)cc2Cl)CCC1=O	26	.	-19	.	-5	13	10	.	-6	3	5
COc1cccc(CC(=O)Nc2nccs2)c1	-7	8	5	7	1	-9	4	-2	-11	1	6
COc1ccc(NC(=O)c2c(NC(=O)CCC(=O)O)sc(-c3ccccc3)c2C)cc1	-6	17	5	10	-23	-10	-6	2	-4	14	-1
CCOc1ccccc1N1CC(C(=O)Nc2cc(S(=O)(=O)N3CCOCC3)ccc2OC(C)C)CC1=O (stereo unspecified)	-5	-9	-3	6	4	-7	-12	3	-6	8	-4
O=C(O)C1C2CCCCC2=C2CCCCC2C1C(=O)O (stereo unspecified)	-17	-14	-10	-9	2	2	-5	0	3	0	1
Cc1cc(NCCN2CCOCC2)n2nc(C)c(-c3ccc(Cl)cc3)c2n1	6	3	-2	8	5	-11	6	4	-1	-2	-1
COc1ccc(CN2CCN(C(=O)c3cccc4ccccc34)CC2)cc1OC	-24	5	16	-4	-8	25	2	0	-18	-3	-2
Cc1ccc([C@@H]2CC=C(C(=O)O)[C@H](c3ccccc3)N2S(=O)(=O)c2ccc(C)cc2)cc1	-17	12	6	-5	-5	-6	-8	-5	9	19	8
Cc1c(NC(=O)C(C)NCC2CCCO2)c(=O)n(-c2ccccc2)n1C (stereo unspecified)	-11	8	-2	2	-6	-11	0	-2	1	20	4
O=[N+]([O-])c1ccc2nc(-c3cccnc3)[nH]c2c1	-4	-24	-21	-27	2	-20	-12	3	-15	-2	6
O=C(CS(=O)(=O)Cc1ccccc1)c1ccccc1	-35	-2	-5	-4	-5	-22	5	-4	-26	-10	2
O=C(NCc1ccc2c(c1)OCO2)C1CCN(S(=O)(=O)c2ccc(Br)s2)CC1	-14	15	14	2	-6	-4	-3	-5	1	1	10
COc1ccc(NC(=O)COC(=O)c2ccc(OCc3c(C)noc3C)cc2)cc1OC	-7	-12	23	-1	2	-4	0	-1	12	-2	1
COc1ccccc1N(CC(=O)N1CCCCC1)S(=O)(=O)c1ccccc1	29	0	-2	7	-3	10	-2	-7	7	-2	27
COCCOC(=O)c1[nH]c2c(c1C)C(=O)C(C(=O)OC)C(C)C2 (stereo unspecified)	-31	-64	-46	-70	-4	-46	0	-1	-7	2	-35
CN(CC(=O)Nc1ccc(Cl)c(C(F)(F)F)c1)C(=O)c1cc(=O)[nH]c2ccccc12	12	-5	3	-11	5	15	4	7	20	2	5
CC1(C(=O)NS(=O)(=O)c2cccc(Cl)c2)CCN1C(=O)Cc1ccc(-c2ccccc2)cc1 (stereo unspecified)	4	-1	-19	-18	3	-15	7	.	11	5	-4
Cc1ccccc1NC(=S)C1=C(O)c2sccc2N(C)S1(=O)=O	-15	4	9	-27	5	-19	-17	7	-15	-3	0
Cc1cc(C)cc(OCC(=O)Nc2ccc3c(c2)OCO3)c1	-7	-12	-20	-15	-7	-27	2	2	0	-2	-2
CC1CCN(c2ccccc2NC(=O)c2ccc(N3CCOCC3)c([N+](=O)[O-])c2)CC1	-7	7	-4	12	3	-10	1	3	-21	-6	0
COc1cc(C(=O)NCCC(=O)NC2CCCCCCC2)cc(OC)c1OC	-18	-12	6	0	-7	-17	5	-12	-11	-1	-3
O=C(c1ccc(Cl)cc1)c1c[nH]c(C(=O)NNc2cccc(Cl)n2)c1	-30	13	-11	1	23*	-8	4	5	-15	0	-9
CNC(=S)NNC(=O)COc1cccc(C)c1C	-20	-3	-12	-24	-11	0	-5	5	-5	35	-1
O=C(CCc1ccc(Oc2cc([N+](=O)[O-])cc([N+](=O)[O-])c2)cc1)Nc1cccc(Cl)c1	-18	-4	-1	7	-8	29	-5	-3	59*	-2	10
CC(C(=O)NCC1(c2ccccc2)CCCC1)N1CCCC1 (stereo unspecified)	11	8	-29	-4	-16	6	4	2	-3	-7	0
CC(C)c1nnc(NC(=O)c2cc3ccccc3o2)s1	-74	-99	-97	-71	-8	-14	7	3	35	14	-29
C[C@H](CO)N1C[C@H](C)[C@@H](CN(C)S(=O)(=O)c2ccc(F)cc2)Oc2ccc(NS(=O)(=O)c3cccs3)cc2C1=O	-4	10	-1	1	-8	-3	-1	-11	-9	0	16
Cc1cc(C)c(S(=O)(=O)N(C)CC(N)=O)c(C)c1	0	21	27	-1	-1	-7	-7	-1	-11	4	-5
O=C1c2oc3ccccc3c(=O)c2C(c2ccc(O)cc2)N1c1nccs1 (stereo unspecified)	3	-3	-1	-2	2	-4	-8	-2	-3	-2	16
COc1ccc(OC2C(=O)N(Cc3ccc4c(c3)OCO4)C2c2sccc2C)cc1 (stereo unspecified)	5	8	3	3	4	14	-1	3	9	-2	7
CCCN(CCO)Cc1cccc(Br)c1	-1	18	0	2	-7	-37	-1	-2	-33	-6	20
NC(=O)c1sc2nc(-c3cccs3)ccc2c1N	-38	-50	-49	-43	2	-52	1	2	8	17	-25
COCCNC(=O)CC(=O)N/N=C/c1cccc(C(=O)OC)c1	-32	14	-19	4	7	-4	-2	1	-2	4	-10
CCOC(=O)NC1(C(F)(F)F)NC(=O)N(Cc2ccco2)C1=O (stereo unspecified)	4	3	-25	8	-13	33	12	-26	-3	1	-4
CCCS(=O)(=O)NC(=O)C1(C)CCN(C(=O)c2cc(F)ccc2C)C1 (stereo unspecified)	-5	-11	16	-8	-4	-8	2	.	4	0	-5
CN(c1ccc(C(=O)NCCCn2ccnc2)cc1)S(C)(=O)=O	-15	-4	3	3	-4	0	-5	-11	0	0	1
COc1cc(OC)cc(-c2c(-c3cccs3)c3cc(-c4ccc(OC)nc4)ccc3n2C)c1	-5	-18	-14	3	-4	4	-7	-7	2	1	-17
COC(=O)NNC(=O)COc1ccc(Cl)cc1	.	0	12	-9	-3	20	0	-6	-13	0	.
CCOc1ccccc1N1CC(C(=O)Nc2ccccc2CC)CC1=O (stereo unspecified)	0	3	29	-22	3	-3	-11	2	21	-1	-15
Nc1ccc2nc(-c3cccc(-c4nc5ccc(N)cc5[nH]4)c3)[nH]c2c1	6	6	4	7	-3	2	-3	2	-1	4	-1
CC1(C)CC[C@]2(C(=O)n3ccnc3)CC[C@]3(C)[C@H](C(=O)C=C4[C@@]5(C)C=C(C#N)C(=O)C(C)(C)[C@@H]5CC[C@]43C)[C@@H]2C1	-2	55	21	44	-5	75*	3	-8	106*	25	3
Cc1ccc(NS(=O)(=O)c2ccc(Cl)c(C(=O)O)c2)cc1S(=O)(=O)N1CCOCC1	-10	15	6	-6	-6	-21	6	-10	0	0	3
O=C(COC(=O)CNC(=O)C12CC3CC(CC(C3)C1)C2)NC1CCS(=O)(=O)C1 (stereo unspecified)	24	10	-4	9	-9	-3	2	0	-24	-10	14
Cc1cc(=O)oc2c(C)c(OC(C)C(=O)NCCN3CCOCC3)ccc12 (stereo unspecified)	-5	-8	25	-6	7	9	-2	4	-6	4	-5
CC1CCN(Cc2c(C(=O)N/N=C/c3cc(Cl)ccc3O)nnn2-c2nonc2N)CC1	-39	57	8	40	-1	15	-2	-2	-22	-4	-4
CCC(C)NC(=O)c1ccccc1NC(=O)COc1ccc(OC)cc1 (stereo unspecified)	10	14	-15	-13	10	-8	8	3	-1	-1	-3
NC(=O)c1ccc(-c2nnn(CC(=O)N(C3CCCCC3)C3CCS(=O)(=O)C3)n2)cc1 (stereo unspecified)	22	6	-12	6	-6	2	-3	-4	-4	11	8
O=C(c1ccc([N+](=O)[O-])cc1)N(Cc1ccccc1)c1ccccn1	5	-4	-9	-11	0	3	4	-6	3	-9	16
Cc1noc(C)c1NC(=O)N(C)C[C@@H]1Oc2ncc(Br)cc2C(=O)N([C@H](C)CO)C[C@@H]1C	-3	-5	0	5	-1	-2	2	-1	-6	-2	-7
O=C(C1CCN(S(=O)(=O)c2cccc3cccnc23)CC1)N1CCN(C2CCCC2)CC1	-5	1	-5	0	4	4	-4	1	3	-4	-9
Cc1cc(C(C2C(=O)CC(C)(C)CC2=O)C2C(=O)CC(C)(C)CC2=O)cc(C)c1OC(F)F	-3	5	15	14	7	6	-1	-4	17	14	-13
CC(C)OC(=O)/C(C#N)=C/c1ccc(-c2ccc(SC(F)F)cc2)o1	1	5	-9	0	0	-10	7	0	-4	-5	-14
